HMGR II inh = inhibitors of E. faecalis class II HMGR, primary screen, biochemical, Enterococcus faecalis | HMG-CoA reductase (Enterococcus faecalis, mvaE) | purified E. faecalis HMGR, NADPH absorbance 340 nm kinetic | inhibition, % at 10 µM | hit rate 0.41% among 190,000;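 active = inhibition above a set limit, the median over all tested compounds plus 3 SD, cut at about 9.5% in these data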;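 also: enzyme runs in reverse so mevalonate oxidation gives rising NADPH absorbance; 0% = complete reaction with DMSO and 100% = background rate lacking mevalonate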
Redox H2O2 prof = compounds producing H2O2 with reducing agent – biochemical, NIH compound library profiling, artefact control for MLSCN library redox annotation, primary screen; hit rate 0.03% among 200,000; AID 878, 2007; DTT-dependent redox cycling H2O2, phenol red/HRP absorbance; 100% = 100 µM peroxide control, 0% = buffer; activation, % at 10 µM;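 active = activation of at least 50% relative to the plate's high and low controls in the primary single-dose screen; inactive = activation below 50%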;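 also: compound incubated with DTT at 0.8 mM final as the reducing agent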
TNAP inh hiacc = human TNAP enzyme inhibitors, primary screen, biochemical, luminescent, high phosphate acceptor level, uHTS; Alkaline phosphatase, tissue-nonspecific isozyme (Homo sapiens), P05186; purified TNAP, CDP-star luminescence, 1 M DEA; inhibition, % at 20 µM; hit rate 0.03% among 200,000;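 active = over 50% inhibition of tissue-nonspecific alkaline phosphatase at 20 µM in the single-dose screen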;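 also: plate controls were DMSO wells for no effect and EDTA-quenched wells as full inhibition for full effect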
Target sequence (P05186 whole entry, looked up): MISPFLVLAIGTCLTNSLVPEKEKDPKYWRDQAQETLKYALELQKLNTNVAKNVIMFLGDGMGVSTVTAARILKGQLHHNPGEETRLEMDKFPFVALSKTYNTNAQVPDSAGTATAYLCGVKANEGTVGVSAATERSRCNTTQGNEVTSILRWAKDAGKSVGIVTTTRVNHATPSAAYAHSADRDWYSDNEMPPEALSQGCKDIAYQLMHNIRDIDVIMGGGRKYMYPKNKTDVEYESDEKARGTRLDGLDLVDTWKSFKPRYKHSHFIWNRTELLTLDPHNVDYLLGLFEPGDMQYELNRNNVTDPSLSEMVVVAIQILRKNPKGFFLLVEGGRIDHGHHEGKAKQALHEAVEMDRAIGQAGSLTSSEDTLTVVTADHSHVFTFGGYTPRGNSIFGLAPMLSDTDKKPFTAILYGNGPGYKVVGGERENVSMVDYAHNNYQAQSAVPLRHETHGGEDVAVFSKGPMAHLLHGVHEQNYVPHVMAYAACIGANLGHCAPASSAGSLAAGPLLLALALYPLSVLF
Hsp70 activator = Hsp70 transcriptional activators, primary screen, cell-based, HeLa, Hsp70 promoter luciferase, luminescence, 10 µM; hit rate 0.04% among 200,000; activation, % at 10 µM; HeLa Hsp70 promoter luciferase reporter; scaled: vehicle 0, proteasome-inhibitor control 100%;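 active = activation above the mean across all tested compounds plus 3 SD, cutoff set per campaign, cut at about 5.5% in these data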;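 also: 100% = MG132 at 30 µM as the positive control and 0% = DMSO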
PMI act satM6P = human PMI activators, high substrate, primary screen, biochemical, fluorescence intensity, near-saturating mannose 6-phosphate | coupled PMI enzyme assay, resazurin fluorescence, 20 min; hits give high values; 1 = untreated enzyme, 0 = substrate-free blank | activation factor at 20 µM | Mannose-6-phosphate isomerase (Homo sapiens), P34949 | hit rate 0.34% among 190,000;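 active = activation factor of 2 or more at 20 µM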
Target sequence (P34949 whole entry, looked up): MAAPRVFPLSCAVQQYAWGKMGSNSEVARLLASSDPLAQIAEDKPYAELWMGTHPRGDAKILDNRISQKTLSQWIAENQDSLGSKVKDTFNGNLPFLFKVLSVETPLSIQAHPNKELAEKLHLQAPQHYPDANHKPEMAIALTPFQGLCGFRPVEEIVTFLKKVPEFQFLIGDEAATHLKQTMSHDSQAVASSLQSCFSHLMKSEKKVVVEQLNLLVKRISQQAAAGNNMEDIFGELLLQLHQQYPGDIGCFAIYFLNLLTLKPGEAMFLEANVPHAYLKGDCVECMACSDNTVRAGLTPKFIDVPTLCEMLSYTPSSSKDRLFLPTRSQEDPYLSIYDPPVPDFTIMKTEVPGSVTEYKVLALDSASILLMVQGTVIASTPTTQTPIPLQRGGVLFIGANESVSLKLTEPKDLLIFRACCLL
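Material: human phosphomannose isomerase with PGI, G6PDH, diaphorase coupling enzymes. Quantity: 15 ng/mL PMI. Medium: HEPES pH 7.4 buffer with MgCl2 and Tween-20. Reagent: Near-saturating mannose-6-phosphate, 1.0 mM. Compound: 20 µM single dose. Times: enzyme reaction with compound 20 min at room temperature. Detection: resorufin fluorescence at Ex 544/Em 590 nm.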
RAM network inh = inhibitors of the yeast RAM network, primary screen, dse1pr::URA3 reporter, 5-FOA selection; S. cerevisiae dse1pr::URA3 reporter, 5-FOA growth OD615, 2 d; analog-sensitive cbk1-as2 kinase mutant strain; inhibition, % at 50 µM; hit rate 1.8% among 190,000;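 active = inhibition above a set limit, 3 SD over mean compound inhibition, cut at about 8.4% in these data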;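 also: 0% = DMSO-only wells with no growth and 100% = 10 µM 1-NA-PP1 full growth; inhibition rescues growth on 5-FOA so higher OD means more RAM inhibition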
Lmaj promast = Leishmania major promastigote growth inhibition, primary screen; inhibition, % at 10 µM; Leishmania major promastigotes, resazurin fluorescence viability; hit rate 9% among 200,000; in the data active = inhibition above about 50%;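 also: promastigotes grown with compound for 44 hours at 28 °C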
PMI act = activators of human PMI, primary screen, biochemical, fluorescence intensity, near-Km mannose 6-phosphate | activation factor at 20 µM | Mannose-6-phosphate isomerase (Homo sapiens), P34949 | hit rate 0.005% among 190,000 | purified human PMI, coupled resazurin fluorescence, 20 min; hits give high values; 1 = vehicle control, 0 substrate-free wells | AID 1214, 2008;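 active = activation factor of 2 or more at 20 µM, relative to plate controls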
S1P3 antag = S1P3 receptor antagonists, primary screen, cell-based | CHO S1P3 NFAT-BLA reporter, FRET fluorescence, antagonist mode | inhibition, % at 4.98 µM | hit rate 0.27% among 170,000 | AID 485, 2006;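 active = inhibition above the plate cutoff, the mean inhibition of test wells on that plate plus 3 SD, cut at about 28% in these data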;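 also: cells challenged with S1P at its EC80 of 0.8 µM; blue over green emission ratio from cleaved BLA substrate after 4 h stimulation; 0% = S1P-stimulated wells and 100% = unstimulated DMSO-only wells; some compounds past the cut are filed as inactive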
TNAP inh no acc = human TNAP enzyme inhibitors, primary screen, biochemical, luminescent, no phosphate acceptor, uHTS | purified TNAP, CDP-star luminescence, 30 min | Alkaline phosphatase, tissue-nonspecific isozyme (Homo sapiens), P05186 | AID 1012, 2008 | inhibition, % at 20 µM | hit rate 0.26% among 200,000;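 active = tissue-nonspecific alkaline phosphatase inhibition above about 50% at 20 µM in the single-dose screen, limit read from the data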;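 also: 0% = DMSO negative control and 100% = EDTA positive control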
The depositor's hits bear a star; . = not tested or not shown.

SMILES	HMGR II inh	Redox H2O2 prof	TNAP inh hiacc	Hsp70 activator	PMI act satM6P	RAM network inh	Lmaj promast	PMI act	S1P3 antag	TNAP inh no acc
Cc1cccc(N2CCN(S(C)(=O)=O)CC2)c1C	2.0	0.6	-6.8	-0.1	1.1	0.7	-3.9	1.1	-27.9	-13.0
CC(Sc1nc2ccccc2s1)C(=O)NCc1ccc2c(c1)OCO2 (stereo unspecified)	-1.0	0.8	-6.2	-0.2	1	0.9	-3.9	0.9	-4.4	-5.1
CCc1ccc(NC(=O)C2(c3ccccc3)CC2(Cl)Cl)cc1 (stereo unspecified)	.	-5.0	-5.4	-0.2	0.9	8.5*	95.7*	0.9	.	-10.5
CCCN(CCC)CCNC(=O)C1CC(=O)N(c2ccc(OC)cc2)C1c1ccc(OC)cc1 (stereo unspecified)	0.7	1.4	-5.3	0.0	1	1.8	1.4	1	.	-14.5
CCOC(=O)C1=C(C)NC(C)=C(C(=O)OCC)C1C(=O)OCC(=O)N1CCc2ccccc21	-3.8	3.1	-5.1	0.2	1.1	0.1	97.4*	1.1	-16.9	-13.6
COc1ccc(NS(=O)(=O)c2cccc(NC(=O)CCC(=O)c3cccs3)c2)cc1	1.2	-0.3	-3.7	0.0	0.9	8.4	-1.7	0.9	17.3	-18.6
O=C(O)CCCN1C(=O)c2ccc(C(=O)c3cccc([N+](=O)[O-])c3)cc2C1=O	-3.2	-0.3	2.8	-0.2	1	-0.1	-7.0	1.1	3.9	-12.6
COC(=O)c1oc2ccc(Cl)cc2c1N	-0.8	0.2	-1.6	-0.1	0.8	0.5	-7.9	0.8	.	-4.8
COC(=O)C(Cc1ccccc1)NC(=O)COc1ccc(C(C)(C)C)cc1 (stereo unspecified)	0.7	0.8	-3.6	0.1	1	3.4	3.8	1	.	-18.0
O=C(c1cccc([N+](=O)[O-])c1)c1ccc2c(c1)C(=O)NC2=O	-3.0	-1.3	-4.9	-0.3	1	0.8	-6.1	1	4.1	-1.0
CC(=O)Nc1ccc(S(=O)(=O)Oc2ccc(/C=N/NC(=O)c3ccc(Cl)cc3)cc2)cc1	3.1	1.5	-5.9	0.4	1	4.6	-9.9	0.9	.	-8.9
Nc1cc(=O)[nH]n1C1CCN(c2ccccc2)CC1	-11.5	-0.1	-0.8	-0.1	1	-0.5	-6.4	0.9	-17.1	-8.8
CN(CC(=O)Nc1c(Cl)cccc1Cl)C(=O)CCCN1C(=O)c2ccccc2C1=O	-4.1	0.4	0.3	-0.3	1.1	0.7	-1.0	1	.	0.6
CCCCN(C)C(=S)Nc1ccsc1C(=O)OC	-4.5	0.2	4.6	0.3	1	1.0	11.4	1	5.7	-0.7
CCCOC(=O)c1ccc(NC(=O)C(CC)CC)cc1	3.3	-0.6	-0.1	-0.2	0.9	0.3	-3.4	0.9	5.9	-10.9
O=C(CSc1nnnn1-c1ccc2c(c1)OCCO2)N1CCN(C(=O)c2ccco2)CC1	3.1	-1.2	-1.2	-0.2	1	0.0	9.9	0.9	-17.2	-5.4
Cc1ccc(CSc2ncnc3c2cnn3Cc2ccccc2)cc1C	-3.5	0.2	-2.2	0.0	0.9	2.9	0.7	0.9	.	-6.6
CCc1nc(SCC(=O)NNC(=O)c2ccc(OC)cc2)c2ccccc2n1	-4.3	-0.4	-3.2	-0.1	.	0.4	-9.1	.	-16.9	-125.9
Cc1cc(C)n(-c2nc3c(c(=O)n(Cc4ccc(Cl)c(Cl)c4)c(=O)n3C)n2C)n1	.	3.3	.	-0.3	.	.	-4.4	.	10.1	.
CCOC(=O)C1(CCCc2ccccc2)CCN(C(=O)C2CCCN(C(N)=O)C2)CC1 (stereo unspecified)	-1.5	-0.8	-0.7	-0.1	1	-0.5	9.3	0.9	5.6	-7.4
O=C(c1cccc(S(=O)(=O)N2CCOCC2)c1)N1CCN(S(=O)(=O)c2cccs2)CC1	-3.2	3.1	-4.9	-0.3	0.9	3.6	1.7	0.9	-6.0	-7.5
CC(C)C(NC(=O)c1ccc(C(C)(C)C)cc1)C(=O)OCC(=O)NC(=O)Cc1ccccc1 (stereo unspecified)	-4.2	-0.6	1.9	-0.2	0.8	4.3	50.2*	0.8	-15.8	-0.9
CCOc1ccc(C2Nc3ccccc3C(CC)(CC)O2)cc1 (stereo unspecified)	-3.9	0.0	-0.7	-0.2	1	-0.2	1.8	0.9	-8.8	-5.2
C=CCc1cc(OC)ccc1OCCOCCC(C(=O)OCC)C(=O)OCC	0.5	0.2	-4.8	-0.3	0.9	0.4	53.6*	0.9	1.1	-3.4
COC(=O)c1ccc2nc(NC(=O)C3CCCCC3)sc2c1	-3.5	1.4	-5.7	-0.2	1	4.4	-6.0	1	6.9	-6.6
CC1(C)CC(=O)C(C(c2ccc(F)cc2)C2C(=O)CC(C)(C)CC2=O)C(=O)C1	-3.9	0.1	0.1	-0.5	1.1	-0.4	40.0	1.1	4.2	-4.7
COc1ccc(-n2c(C)cc(C(=O)CSc3ccc(NC(C)=O)cc3)c2C)cc1	-1.8	2.1	0.1	0.1	0.9	4.1	2.9	0.9	-15.2	-8.4
O=C(NCC12CC3CC(CC(C3)C1)C2)c1nc2ncccn2n1	-1.8	0.7	1.3	-0.1	0.9	-0.1	-0.4	1	-16.1	-3.2
O=c1c2cc(NC(=S)NC3CCN(Cc4ccccc4)CC3)ccc2nc2n1CCCCC2	2.7	-1.1	-1.9	-0.2	1.1	1.2	54.3*	1.1	-2.9	-9.3
O=C(NC1CCc2ccccc21)c1cc(COc2ccc(F)cc2Cl)on1 (stereo unspecified)	-4.1	0.0	-4.6	-0.2	0.8	6.7	-3.7	0.8	-5.5	-3.3
Cc1nc(-c2ccc(Br)cc2)ccc1C(=O)O	-1.3	-0.1	-5.6	-0.1	1.1	-0.7	-8.8	1.1	2.0	-12.3
N#Cc1c(NC(=O)CSc2nnc(-c3ccncc3)n2CC2CCCO2)sc2c1CCCC2 (stereo unspecified)	1.5	2.0	51.1*	-0.2	0.9	1.2	5.6	1	12.2	28.9
N#Cc1c(NC(=O)CSc2ccccn2)oc(-c2ccccc2)c1-c1ccccc1	-5.0	0.2	-1.9	-0.4	0.9	4.8	7.8	0.9	.	-3.0
CCCN(CCC)c1nc(N(CCC)CCC)[nH]c(=O)n1	2.6	-1.3	-4.4	0.1	1	-0.5	57.3*	1	-6.2	6.3
NC(=O)C1(N2CCCCC2)CCN(c2nc(-c3ccccc3)cs2)CC1	-2.9	0.7	0.9	0.0	1	0.1	9.2	0.9	-14.8	-1.7
COc1ccc(-c2csc(NC(=O)C3CCCCN3S(=O)(=O)c3ccccc3)n2)cc1 (stereo unspecified)	-2.1	1.3	-5.2	-0.1	0.9	2.4	69.5*	0.8	.	-11.2

Grouped by structure: those above containing a COOH group.
SMILES	HMGR II inh	Redox H2O2 prof	TNAP inh hiacc	Hsp70 activator	PMI act satM6P	RAM network inh	Lmaj promast	PMI act	S1P3 antag	TNAP inh no acc
O=C(O)CCCN1C(=O)c2ccc(C(=O)c3cccc([N+](=O)[O-])c3)cc2C1=O	-3.2	-0.3	2.8	-0.2	1	-0.1	-7.0	1.1	3.9	-12.6
Cc1nc(-c2ccc(Br)cc2)ccc1C(=O)O	-1.3	-0.1	-5.6	-0.1	1.1	-0.7	-8.8	1.1	2.0	-12.3

Later entries:
SMILES	HMGR II inh	Redox H2O2 prof	TNAP inh hiacc	Hsp70 activator	PMI act satM6P	RAM network inh	Lmaj promast	PMI act	S1P3 antag	TNAP inh no acc
COc1ccc(CNC(=O)Cn2cc(C(F)(F)F)ccc2=O)cc1	-4.8	0.6	-6.7	0.1	1.1	0.0	-6.6	1	-27.1	-5.2
COc1ccc(O)c(C(c2c(C)[nH][nH]c2=O)c2c(C)[nH][nH]c2=O)c1	-5.6	1.8	-6.6	0.0	0.4	1.0	-7.7	0.7	-3.3	-20.4
CCc1ccccc1NC(=O)CSc1nc2n[nH]c(C)c2c(=N)n1-c1cccc(OC)c1	2.6	-4.8	-4.4	0.1	1.1	2.3	90.1*	1	.	-24.0
C=CCn1c(=S)[nH]c2sc3c(c2c1=O)CCC3	5.7	1.6	1.1	0.1	0.9	2.4	-7.5	1	.	-0.4
CC1CCCC(C)N1S(=O)(=O)c1ccc(NC(=O)CCn2cnc3ccccc3c2=O)cc1 (stereo unspecified)	-2.0	0.1	-0.7	-0.1	1	3.0	-7.5	0.9	.	-1.7
COc1cc(CNCc2ccccn2)ccc1OCc1ccc(Cl)cc1	-7.7	0.1	-2.0	-0.3	1.1	-1.0	96.2*	1.1	-6.9	-14.1
CS(=O)(=O)Nc1cccc(C2=NN(C(=O)c3ccccc3Cl)C(c3ccccc3O)C2)c1 (stereo unspecified)	0.0	-0.8	-7.2	-0.3	0.9	2.0	-6.8	1	6.2	-10.4
Cc1[nH]n(-c2ccccc2)c(=O)c1N=Nc1ccccc1O	4.0	-1.1	27.5	-0.3	0.9	9.9*	2.7	1	4.2	11.9
Nc1nn(-c2cccc(F)n2)cc1-c1ccc(Cl)cc1	-2.4	-1.1	-3.3	-0.1	1.1	1.2	2.0	1.1	-8.7	-10.9
Cc1noc(C)c1S(=O)(=O)N1CCC(C(=O)Nc2ccccn2)CC1	-0.8	0.1	-2.9	-0.4	1	0.9	4.6	0.9	.	-4.1
COc1ccccc1NC(=O)Cc1noc(CSc2cc(C)c3ccccc3n2)n1	-7.7	2.4	-5.1	0.0	1.4	5.3	1.7	1.2	22.2	-7.4
COc1ccc(OCC(=O)NN2Cc3ccccc3C2=N)cc1	0.0	3.8	-6.8	-0.1	1.1	1.0	-14.1	1.1	.	13.1
Cc1c(NC(=O)Cn2ccc([N+](=O)[O-])n2)c(=O)n(-c2ccccc2)n1C	1.1	-4.6	-1.2	0.2	0.9	-0.1	-4.2	1	.	-6.2
Cc1ccccc1NC(=O)Cn1nc(-c2ccccc2)nc1-c1ccccc1	.	-8.6	-1.0	0.5	0.9	-0.1	37.3	0.9	.	-36.8
O=S(=O)(Nc1ccc2c(c1)CCC2)c1cccs1	-3.3	-0.3	-3.1	0.1	0.9	2.2	5.2	0.8	-39.8	-5.0
c1ccc(-n2ncc3c(NCc4ccco4)ncnc32)cc1	2.0	0.6	-8.1	-0.1	1.1	-0.1	7.7	1	5.5	-10.1
COc1ccc(C(=O)CN2C(=O)NC3(CCCCC3)C2=O)cc1OC	-6.4	-2.1	-1.6	-0.4	1	-1.2	-4.9	1	-10.2	-8.4

Source: PubChem (several laboratories)
